EWS-Fli block – EWS/Fli transcriptional activity inhibition | A673 NR0B1-luciferase reporter, viability-normalised | inhibition, % at 12.6 µM | 0.67% of 350,000 active;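 active means mean inhibition of at least 50% after viability correction, with every replicate also passing that limit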;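 further: firefly luciferase signal divided by Alamar Blue viability fluorescence both relative to DMSO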
esBAF inh – blocks esBAF chromatin remodeling in mouse ES cells | Bmi1-luciferase knock-in reporter, 24 h; 100% = twice the neutral-well signal | AID 602393 | reporter increase, % at 12.5 µM | 2% of 350,000 active; in the data active means activation above about 40%;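 further: 0% = median of the plate's neutral control wells and 100% = double that signal; a rise in the Bmi1 reporter signal indicates esBAF inhibition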
FN deposition inh – fibronectin deposition inhibition; AH1F fibroblasts, Alexa488-fibronectin deposition fluorescence, overnight; 0.086% of 350,000 active; AID 743247; inhibition, % at 12.6 µM;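 active means mean inhibition across replicates of 30% or more, regardless of how many single replicates reach that level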;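 further: positive control wells lacked labelled fibronectin entirely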
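Assay system: AH1F fibroblasts / Quantity: 10000 cells per well / Medium: DMEM plus 2% serum, read in PBS / Reagent: labelled fibronectin 24 nM / Dosing: single dose, pinned / Times: 1 h cell attachment, overnight exposure to compound and label / Signal: fluorescence, ex 485 nm, em 525 nm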
XiGFP reactiv – activators of X-chromosome reactivation in mouse fibroblasts; XiGFP mouse fibroblasts, % GFP-positive cells imaging, 3 d; cells co-treated with 5-aza-dC sensitizer; scaled so ellipticine positive control = 100%; AID 743238; activation, % at 7.58 µM; 0.055% of 360,000 active;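 active means mean normalized replicate activation at least 10% and every replicate at or above 10%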;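 further: 0% = median of on-plate neutral control wells and 100% = ellipticine 6 µM median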
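Material: XiGFP fibroblasts, SV40-immortalized. Buffer or medium: DMEM plus 5-aza-dC sensitizer. Compound: single concentration per compound, delivered by pin transfer. Times: 3 days compound exposure. Controls: ellipticine 6 µM.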
RAD52 anneal inh – inhibitors of human RAD52 DNA annealing; P43351; recombinant RAD52 DNA annealing, FRET fluorescence; inhibition, % at 18.7 µM; 0.46% of 360,000 active; AID 651710;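 active means every replicate showing at least 50% inhibition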
RAD54 inh – blocks human RAD54 Holliday junction branch migration; FAM/BHQ fluorescence; inhibition, % at 10.4 µM; 0.14% of 360,000 active; Q92698;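 active means mean normalized replicate activity at least 40 and at least half of replicates scoring 40 or more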;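 further: 0% = median of neutral control wells and 100% = median of positive control wells; inhibitors cause a drop in the FAM fluorescence signal; in these data hits start at about 50%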
S100A4 inh HTS – inhibitors of human S100A4 binding to myosin IIA peptide; P26447; S100A4/TAMRA-MyoIIA peptide fluorescence polarization; inhibition, % at 10.7 µM; 0.14% of 360,000 active; AID 652163;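 active means mean inhibition of at least 70% across replicates, with every replicate also reaching that level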
Target sequence (P26447 whole entry, looked up): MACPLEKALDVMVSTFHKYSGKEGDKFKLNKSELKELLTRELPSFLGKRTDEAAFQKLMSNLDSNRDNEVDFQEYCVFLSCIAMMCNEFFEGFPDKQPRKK
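Test system: S100A4 monomer protein; Medium: HEPES pH 7.2 with CaCl2, KCl, NaCl, DTT, Triton; Probe or stimulus: TAMRA-labelled myosin IIA heavy-chain peptide probe, 5 nM; Doses: one dose per compound; Times: polarization read 5 min after assay mix addition, stable 5–60 min; Benchmarks: neutral control DMSO, positive control TFP.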
E-selectin induc – induces E-selectin expression in human endothelial cells | HUVEC E-selectin immunofluorescence imaging; normalized: neutral wells 0, TNF-alpha wells 100 | activation, % at 7.58 µM | 0.37% of 260,000 active | AID 686992;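 active means mean E-selectin-positive cell signal at least 10% of the positive control, reached in at least 60% of replicates, without over 20% cell loss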;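 further: in these data hits start at about 27%; measured in HUVEC primary endothelial cells; signal is the percent of cells scored E-selectin positive by PE staining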
Target sequence (P16581 whole entry, looked up): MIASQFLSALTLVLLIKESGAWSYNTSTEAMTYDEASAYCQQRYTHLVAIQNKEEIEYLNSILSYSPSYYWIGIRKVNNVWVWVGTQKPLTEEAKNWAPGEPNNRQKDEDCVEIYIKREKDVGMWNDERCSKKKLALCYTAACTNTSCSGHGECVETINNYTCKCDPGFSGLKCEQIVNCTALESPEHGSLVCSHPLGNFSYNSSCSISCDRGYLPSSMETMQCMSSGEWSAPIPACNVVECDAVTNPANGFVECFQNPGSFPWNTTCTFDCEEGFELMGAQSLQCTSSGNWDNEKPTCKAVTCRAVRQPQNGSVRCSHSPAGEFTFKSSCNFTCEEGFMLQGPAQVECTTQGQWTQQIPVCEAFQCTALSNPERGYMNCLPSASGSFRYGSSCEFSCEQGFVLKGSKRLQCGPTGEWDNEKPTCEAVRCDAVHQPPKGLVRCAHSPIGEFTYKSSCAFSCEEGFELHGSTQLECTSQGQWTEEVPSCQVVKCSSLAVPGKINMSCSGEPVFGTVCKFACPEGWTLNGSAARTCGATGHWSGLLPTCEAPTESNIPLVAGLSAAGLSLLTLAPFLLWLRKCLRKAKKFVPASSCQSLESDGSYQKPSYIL
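material = human umbilical vein endothelial cells (HUVEC), E-selectin induction | quantity = 3,000 cells/well | medium = EGM-2 growth medium on 0.1% gelatin-coated wells | technique = immunofluorescence imaging | read-out basis = % PE-positive cells | control set = TNF-alpha positive control, DMSO neutral control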
* = called active by the depositor; . = not tested or not shown. Rows were taken by chance; overall some 3% were active at least once.

SMILES	EWS-Fli block	esBAF inh	FN deposition inh	XiGFP reactiv	RAD52 anneal inh	RAD54 inh	S100A4 inh HTS	E-selectin induc
c1ccc(CNc2ncnc3nc[nH]c23)nc1	-41	3	24	0.8	7	-5	-2	0.0
CNc1c(NS(=O)(=O)c2ccc(F)c(Cl)c2)c(=O)oc2ccccc12	-7	2	8	0.4	-8	3	6	.
Cn1cc(/C=C2\SC(=O)N(c3ccc(O)cc3)C2=O)c2ccccc21	-135	.	-12	0.0	-94	-7	3	-0.1
C=CCn1c(C)cc(C(=O)COC(=O)CCc2cc(OC)c(OC)c(OC)c2)c1C	-1	-3	1	0.0	-2	9	4	0.3
CS(=O)(=O)N1CCN(C(=O)c2cccnc2)CC1	2	-3	.	.	-8	5	-5	.
O=C(c1cc(-c2ccccc2Cl)nc2ccccc12)N1CCC1	-3	.	4	-0.1	-5	.	-2	-1.6
O=C(O)CCCCCNC(=O)/C=C/c1ccco1	-4	-5	1	0.2	-4	-8	0	1.9
CCOC(=O)c1ccccc1NC(=O)COC(=O)CSCC(=O)Nc1cc(C)on1	-6	1	5	0.0	-5	6	11	.
c1ccc2c3c([nH]c2c1)C1(CCCCC1)NCC3	3	-6	.	.	-5	-5	-7	.
Cc1ccc(S(=O)(=O)N2CC(=NN=C(N)N)C2)cc1	4	-6	2	0.0	-15	13	5	.
CCN(CC)C(=O)C(=O)N/N=C/c1ccc(C(=O)OC)cc1	-7	.	-2	0.0	-9	.	6	-0.3
COc1ccc(C2CC(O)(c3ccccc3)Oc3cc(OC)c(OC)c(OC)c32)cc1 (stereo not given)	3	-3	4	0.1	3	-3	-4	.
CSCCC(NS(=O)(=O)/C=C/c1ccccc1)C(=O)O (stereo not given)	6	-2	4	-0.1	-14	.	-6	-0.1
Cc1ccc(S(=O)(=O)NCC(=O)Nc2cccc([N+](=O)[O-])c2)cc1	-2	.	.	0.0	-4	.	12	.
c1ccc2c(c1)OCCOCCOc1ccccc1OCCOCCO2	11	.	-5	0.3	-3	.	7	-1.1
CN1CCC/C1=C1/C(=O)N(c2ccccc2)N=C1NC(=O)Nc1cccc(Cl)c1	11	.	.	0.0	2	.	4	.
N#Cc1ccc(C(C(=O)NCc2ccccc2)n2c(=O)c(-c3cc4ccccc4[nH]3)nc3ccccc32)cc1 (stereo not given)	3	.	-16	0.0	-23	.	0	0.7
Cc1noc(C)c1NC(=O)Nc1ccc2c(c1)CC(=O)N([C@@H](C)CO)C[C@@H](C)[C@H](CN(C)Cc1ccc(-c3ccccc3)cc1)O2	15	-6	.	-0.9	34	.	13	4.8
Cc1ccc(NC(=O)COC(=O)c2ccc(Cl)cc2)cc1S(=O)(=O)N(C)C	20	.	5	0.0	-13	.	-3	.
O=C(OCc1nc2ccccc2s1)c1ccccc1O	-5	.	-15	0.5	-28	.	-4	.
CCC(C(=O)NC(C)(C)C)N(Cc1ccco1)C(=O)CNS(=O)(=O)c1ccc(OC)cc1 (stereo not given)	5	-3	3	0.2	-2	4	-4	1.8
CC[C@@]12C(=O)N(c3cccc(Br)c3)C(=O)N1[C@H](c1ccc(OC)cc1)[C@@H]1C(=O)N(C(C)(C)C)C(=O)[C@@H]12	4	3	-2	0.1	-16	8	5	-0.1
O=C(NNc1nc2c(F)cccc2s1)C1COc2ccccc2O1 (stereo not given)	12	.	8	0.1	-7	.	17	14
COC(=O)[C@@]1(Cc2ccc(F)cc2)[C@H]2c3cc(C(=O)N4CCCC4)n(Cc4ccccc4)c3C[C@H]2CN1C(=O)c1ccccc1	-18	.	-6	0.1	-8	.	2	-6.5
Cc1ccc(S(=O)(=O)N2CCCCC2)cc1NC(=O)Cn1cnnn1	0	1	-5	0.0	-9	0	0	0.0
Cc1cc(=O)c(C(=O)Nc2cccc(C(=O)NC3CC3)c2)nn1-c1ccccc1Cl	-11	-1	3	0.0	-3	4	1	0.6
O=C(NNc1ccccc1)C(=O)NNS(=O)(=O)c1ccc(CCCl)cc1	2	5	-3	0.0	5	.	-2	.
COc1ccc(CCC(=O)N2CCN(c3cccc(C)c3C)CC2)cc1	-14	2	3	0.0	-28	-28	-4	.
NC(=O)CSCc1c(Cl)cccc1Cl	2	-2	.	.	-29	-7	-4	.
C[C@@H]1CCCCO[C@H](CN(C)C(=O)c2ccncc2)[C@@H](C)CN([C@H](C)CO)C(=O)c2cc(NS(=O)(=O)c3ccc(Cl)cc3)ccc2O1	-2	-4	1	0.5	-9	13	-7	0.2
CCN(C[C@H]1[C@H](c2ccccc2)[C@@H](CO)N1S(C)(=O)=O)C(=O)C1CCCC1	-4	-1	-6	0.3	-28	-2	-2	-0.1
O=C1Oc2ccccc2C(=O)/C1=C/N1CCN(c2ccccc2F)CC1	4	0	0	-0.1	-34	.	-2	-3.6
C[C@@H]1CN([C@H](C)CO)C(=O)c2cc(NC(=O)Cc3ccccc3)ccc2O[C@@H]1CN(C)Cc1ccccc1	-2	-2	.	-0.1	2	3	0	-0.1
CC1(C)Cc2ccccc2-c2nnc(SCC(=O)Nc3ccc4c(c3)OCO4)n21	.	-27	-20	.	.	4	.	-2.5
CCOC(=O)C1=C(O)/C(=C/c2ccc(OCC(=O)O)c(OC)c2)SC1=Nc1ccc(OC)cc1	0	.	.	0.5	16	-11	4	.
CC(=O)N1CCSc2ccc(S(=O)(=O)NCCc3ccc(C)cc3)cc21	.	-2	-4	0.1	-64	7	-13	.
CCOc1ccc(N(CC(=O)NN=C2CCCC2)S(C)(=O)=O)cc1	0	-8	3	0.4	-1	-2	-3	-0.2
CCCNC(=O)N1C[C@H](C)[C@H](OC)CN(C)C(=O)c2cc(NS(=O)(=O)CC)ccc2OC[C@H]1C	-3	3	-6	0.1	-6	4	0	-0.2
COC(=O)C[C@H]1CC[C@H]2[C@H](COc3ccc(NC(=O)c4cccc(F)c4)cc3C(=O)N2C)O1	3	-1	-15	0.2	1	-8	-5	0.2
Cc1cccc(/C=C/c2ccccc2)n1	-99	51*	7	-0.1	-10	7	8	-0.3
CCCCc1ccc(NC(=S)NCCc2ccc(S(N)(=O)=O)cc2)cc1	-6	-3	5	0.2	8	1	-8	0.1
CC(C)(C)Cc1c(-c2ccccc2)nc2ccc(Br)cn12	-48	20	-7	-0.1	-25	1	-2	-5.7
CCN(CC)S(=O)(=O)c1ccc(NC(=O)COC(=O)c2cnc(C)cn2)cc1	4	-4	3	0.0	-15	-4	-3	2.1
C=C[C@H](CC(C)C)N(Cc1ccccc1)S(=O)(=O)N(Cc1ccccc1)[C@@H](C=C)CC(C)C	-1	-7	-2	-0.1	-20	-9	0	-0.2
COc1cc(/C=N\Nc2nc(-c3cccs3)c(NC(C)=O)s2)ccc1O	6	17	1	0.1	-17	.	0	.
Cc1ccc(-n2nnc(-c3cc4ccccc4nc3Cl)n2)cc1	0	45*	2	0.0	-23	-4	-2	0.0
CNC[C@H]1Oc2c(NC(=O)C3CCOCC3)cccc2C(=O)N([C@H](C)CO)C[C@@H]1C	2	-10	-2	-0.2	7	-13	0	0.3
C[C@H]1CCCCO[C@H](CN(C)C(=O)Nc2ccc(F)cc2)[C@@H](C)CN([C@@H](C)CO)C(=O)c2cc(NS(=O)(=O)c3ccc(Cl)cc3)ccc2O1	17	-5	-7	0.1	-17	-6	3	-0.3
O=C(NCc1ccccn1)C1CN(S(=O)(=O)c2ccccc2)CCN1S(=O)(=O)c1ccccc1 (stereo not given)	5	.	1	0.0	-51	.	0	.
C[C@@H]1CN([C@H](C)CO)C(=O)c2cc(NC(=O)CCCN(C)C)ccc2O[C@@H](C)CCCCO[C@H]1CN(C)C(=O)Nc1ccc(F)cc1	-11	9	.	-0.2	11	4	-2	-0.2
COc1ccc(CCNC(=O)CSc2ccc(-c3ccncc3)nn2)cc1	-3	-2	1	.	-5	14	-5	0.1
Cn1ncc(Cl)c1C(=O)NCC1CCCO1 (stereo not given)	3	8	-3	0.1	-1	-8	2	-0.3

Single records (already shown).
Results for `Cc1ccc(-n2nnc(-c3cc4ccccc4nc3Cl)n2)cc1` → EWS-Fli block = 0; esBAF inh = 45*; FN deposition inh = 2; XiGFP reactiv = 0.0; RAD52 anneal inh = -23; RAD54 inh = -4; S100A4 inh HTS = -2; E-selectin induc = 0.0
Results for `CNC[C@H]1Oc2c(NC(=O)C3CCOCC3)cccc2C(=O)N([C@H](C)CO)C[C@@H]1C` → EWS-Fli block = 2; esBAF inh = -10; FN deposition inh = -2; XiGFP reactiv = -0.2; RAD52 anneal inh = 7; RAD54 inh = -13; S100A4 inh HTS = 0; E-selectin induc = 0.3

Entries listed so far that bear a hit mark in esBAF inh.
structure	esBAF inh	RAD52 anneal inh	S100A4 inh HTS
Cc1cccc(/C=C/c2ccccc2)n1	51*	-10	8
Cc1ccc(-n2nnc(-c3cc4ccccc4nc3Cl)n2)cc1	45*	-23	-2

Compounds shown so far that have two or more sulfur atoms, in the order listed:
SMILES	EWS-Fli block	esBAF inh	FN deposition inh	XiGFP reactiv	RAD52 anneal inh	RAD54 inh	S100A4 inh HTS	E-selectin induc
CSCCC(NS(=O)(=O)/C=C/c1ccccc1)C(=O)O (stereo not given)	6	-2	4	-0.1	-14	.	-6	-0.1
CC(=O)N1CCSc2ccc(S(=O)(=O)NCCc3ccc(C)cc3)cc21	.	-2	-4	0.1	-64	7	-13	.
CCCCc1ccc(NC(=S)NCCc2ccc(S(N)(=O)=O)cc2)cc1	-6	-3	5	0.2	8	1	-8	0.1
COc1cc(/C=N\Nc2nc(-c3cccs3)c(NC(C)=O)s2)ccc1O	6	17	1	0.1	-17	.	0	.
O=C(NCc1ccccn1)C1CN(S(=O)(=O)c2ccccc2)CCN1S(=O)(=O)c1ccccc1 (stereo not given)	5	.	1	0.0	-51	.	0	.
